PMI inhibition – human PMI inhibitors, high substrate, primary screen, biochemical, fluorescence intensity, high mannose 6-phosphate (AID 1220) | recombinant PMI enzyme, coupled fluorescence intensity; higher % means a stronger effect | one-dose inhibition, % at 20 µM; IC50 in µM for titrated hits | actives 0.66% (n = 190,000); in the data active = inhibition above about 50%
XIAP antagonists – XIAP antagonists, biochemical, IAP family, fluorescence polarization (AID 1018) | displacement, % at 20 µM, or IC50 in µM where a hit was titrated | actives 0.007% (n = 200,000) | E3 ubiquitin-protein ligase XIAP (Homo sapiens) | XIAP BIR domain, fluorescence polarization peptide displacement; higher % means a stronger effect; in the data active = displacement above about 50%; also: a part of the inactive calls stands beside numbers as strong as those of hits
West Nile virus CPE – West Nile virus antiviral activity, cell-based, CPE readout (AID 1621). West Nile virus-infected cells, CPE inhibition; higher % means a stronger effect. CPE inhibition, % at 10 µM, or IC50 in µM where a hit was titrated. actives 0.02% (n = 290,000); in the data active = a potency from the dose series; also: strong numbers were not always called active
ER stress rescue – rescue of cells from ER stress-induced death, primary screen, 384-well, CSM14.1, thapsigargin, ATP luminescence (AID 1222) | 190,000 tested, under 10 active | cellular ATP content (survival), % at 20 µM, or EC50 in µM where a hit was titrated | CSM14.1 thapsigargin-induced death rescue, ATP luminescence; higher % means a stronger effect;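 active = EC50 below 50 µM in the dose-response confirmation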;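 also: death triggered by thapsigargin at about 15 µM added after 2 h compound pretreatment; cell ATP read after overnight thapsigargin exposure of roughly 18 to 22 hours; normalized against plate controls of thapsigargin alone and 5% DMSO vehicle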
Salmonella PhoP GFP – inhibitors of PhoP regulon expression, primary screen, Salmonella Typhimurium, GFP reporter (AID 1863). S. Typhimurium PhoP-regulated promoter GFP reporter, 4 h; higher % means a stronger effect. inhibition, % at 50 µM, or IC50 in µM where a hit was titrated. actives 0.16% (n = 300,000);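 active = inhibition over 29.93%, a cutoff 3 SD above the screen mean, later confirmed by dose response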;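 also: 0% = low Mg2+ inducing control and 100% = high Mg2+ repressing control; strong numbers were not always called active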
Yfh1-off respiration – enhancers of respiration in Yfh1-depleted yeast, dose response, Friedreich's ataxia, plus single-dose screen (AID 1465); fold induction at 50 µM; hits with a dose series show EC50 in µM; actives 0.074% (n = 220,000); S. cerevisiae Yfh1-off respiration, WST-1 reduction, 72 h; higher fold induction means a stronger effect;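 active = fold induction of absorbance versus untreated yeast above a set limit, then at least 30% activation at any dose in follow-up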;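 also: activators that raise dye reduction in frataxin-depleted yeast; strong numbers were not always called active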
M17LAP inhibition – P. falciparum M17LAP inhibitors, primary screen, biochemical, fluorogenic H-Leu-NHMec substrate, 1536-well (AID 1619); actives 0.38% (n = 220,000); recombinant M17LAP, H-Leu-NHMec fluorogenic kinetic assay; higher % means a stronger effect; Leucine aminopeptidase (Plasmodium falciparum (isolate 3D7)); inhibition, % at 30 µM, or IC50 in µM where a hit was titrated;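 active = compound inhibiting the enzyme by more than half at any dose during confirmatory dose-response retesting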;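 also: plate controls were full reaction with DMSO carrier for no effect and no enzyme background for full effect; strong numbers were not always called active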
M1AAP inhibition – P. falciparum M1AAP inhibitors, biochemical, fluorogenic H-Leu-NHMec substrate, 1536-well (AID 1445); recombinant M1AAP, H-Leu-NHMec fluorogenic kinetic assay; higher % means a stronger effect; inhibition, % at 30 µM, or IC50 in µM where a hit was titrated; actives 0.42% (n = 220,000); Aminopeptidase N (Plasmodium falciparum (isolate 3D7));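 active = primary inhibition above the hit cutoff, then over 50% inhibition at one or more dose response concentrations, cut at about 23% in these data, passing the limit was not always enough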;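 also: plate controls were DMSO full reaction for no effect and no enzyme background for full effect; strong numbers were not always called active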
Siah-1 displacement – Siah-1 peptide-binding antagonists, primary screen, biochemical, fluorescence polarization, rhodamine-plectin, uHTS (AID 1817); E3 ubiquitin-protein ligase SIAH1 (Homo sapiens); Siah-1 / rhodamine-plectin peptide fluorescence polarization; higher % means a stronger effect; displacement, % at 20 µM, or IC50 in µM where a hit was titrated; actives 0.02% (n = 290,000);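 active = displacement of at least 50% at 20 µM, with a fluorescence ratio check between 0.3 and a set limit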;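 also: plate controls were Siah plus tracer with DMSO for no effect and tracer alone without Siah for full effect; strong numbers were not always called active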
Active calls of the source: *; i = inactive; x = not tested or not shown.

[1] O=C(NC1CCS(=O)(=O)C1)/C(=C\c1ccco1)NC(=O)c1ccccc1 (stereo unspecified)
[2] CCOc1ccc(N2CCCn3c2nc2c3c(=O)n(CCc3ccccc3)c(=O)n2C)cc1
[3] COc1ccc(S(=O)(=O)N2CCN(CC(=O)Nc3cccc(F)c3)CC2)cc1
[4] CCn1cc(C(=O)N2CCN(c3ccccc3OC)CC2)c2cc(OC)c(OC)cc2c1=O
[5] O=C(CN(Cc1ccco1)C(=O)c1cc(=O)[nH]c2ccccc12)Nc1ccccc1C(F)(F)F
[6] CCn1ncc(CN2CCCC(CNC(=O)c3ccc(F)cc3)C2)c1C (stereo unspecified)

Compound	1	2	3	4	5	6
PMI inhibition	x	11%	12%	-5%	7%	x
XIAP antagonists	x	0.1%	-5.8%	-4.1%	-0.7%	-1.2%
West Nile virus CPE	0.0%	-0.6%	x	-0.2%	0.3%	-0.4%
ER stress rescue	x	4.7%	-2.4%	0.0%	0.7%	0.9%
Salmonella PhoP GFP	-10%	-1%	3%	4%	-13%	5%
Yfh1-off respiration	i	i	x	i	i	i
M17LAP inhibition	18%	-1%	12%	2%	2%	-5%
M1AAP inhibition	8%	2%	-2%	-4%	-1%	-3%
Siah-1 displacement	1%	1%	4%	1%	-3%	14%

[7] CC(C)(C)NC(=O)C(c1ccc(O)cc1)N(C(=O)Cn1nnc(-c2ccc(F)cc2)n1)c1ccccc1F (stereo unspecified)
[8] CCOc1ccccc1CN1C(=O)c2ccccc2C1C(=O)NC(C)CC (stereo unspecified)
[9] CCOC(=O)c1c(-c2ccccc2)csc1NC(=O)CSc1nc(C)cc(C)n1
[10] O=C(Oc1ccc(OC(=O)c2ccco2)c(S(=O)(=O)c2ccc(Cl)cc2)c1)c1ccco1
[11] COc1ccc([N+](=O)[O-])cc1N(CC(O)CN(C)C)S(=O)(=O)c1ccc(C)cc1 (stereo unspecified)
[12] Cc1ccc(NC(=O)CS(=O)CC(=O)N(C(C)C(=O)NC2CCCCC2)C(C)(C)C)cc1 (stereo unspecified)

Compound	7	8	9	10	11	12
PMI inhibition	6%	-6%	9%	8%	11%	x
XIAP antagonists	-5.6%	-4.3%	-0.4%	-2.9%	-3.8%	-9.2%
West Nile virus CPE	-1.2%	-0.4%	-1.1%	0.8%	-0.6%	-0.8%
ER stress rescue	0.7%	-2.1%	1.3%	-1.3%	-1.9%	1.0%
Salmonella PhoP GFP	1%	-3%	3%	0%	x	-3%
Yfh1-off respiration	i	i	i	i	i	i
M17LAP inhibition	-2%	13%	13%	3%	x	26%
M1AAP inhibition	4%	2%	-2%	4%	x	9%
Siah-1 displacement	0%	3%	8%	-1%	5%	-5%

[13] CC(C)n1nc(C(=O)Nc2nnc(C3CC3)s2)c2ccccc2c1=O
[14] CC(=O)Nc1ccc(N/C=C/C(=O)C(C)(C)C)cc1
[15] CCn1cc(Br)c(-c2nc3ccccc3c(=O)n2N)n1
[16] COc1ccc(N(/N=C2\Sc3ccccc3C2=O)C(C)=O)cc1
[17] CC(=O)C1=C(C)N(Cc2ccccc2)C(=O)N[C@@H]1c1cccc(C(F)(F)F)c1
[18] COc1ccc(CNC(=S)N/N=C/c2ccc(O)c(OC)c2)cc1

Compound	13	14	15	16	17	18
PMI inhibition	1%	1%	-3%	-3%	-10%	-4%
XIAP antagonists	-5.0%	-2.5%	-1.5%	-10%	-2.6%	-4.5%
West Nile virus CPE	0.2%	0.3%	-0.4%	0.2%	-0.8%	-0.7%
ER stress rescue	-0.4%	-2.9%	-0.7%	-0.7%	1.5%	-3.0%
Salmonella PhoP GFP	-16%	7%	-3%	6%	1%	13%
Yfh1-off respiration	i	i	i	i	i	i
M17LAP inhibition	4%	13%	12%	9%	9%	18%
M1AAP inhibition	5%	-6%	6%	-1%	-4%	-1%
Siah-1 displacement	2%	-3%	-3%	0%	-3%	7%

[19] CCOC(=O)Nc1nnc(Cc2ccc(Cl)c(Cl)c2)s1
[20] COc1ccc(Cl)cc1NC(=O)CSc1nc2sccc2c(=O)[nH]1
[21] COc1ccc(C(OC(=O)c2ccco2)C(=O)NCc2ccc(C)cc2)cc1 (stereo unspecified)
[22] C[C@@H]1C=C[C@](Cc2ccccc2)(C(=O)NCCc2c[nH]c3ccccc23)N1C(=O)c1ccccc1
[23] Cc1c(NC(=O)c2ccc(COc3ccc4ccccc4c3)o2)c(=O)n(-c2ccccc2)n1C
[24] Cc1noc(C)c1C(=O)N1CCC2(CC1)Oc1ccc(F)cc1C(=O)C21CC(c2ccc(Cl)cc2)=NO1 (stereo unspecified)

Compound	19	20	21	22	23	24
PMI inhibition	-3%	7%	-4%	25%	1%	x
XIAP antagonists	-1.0%	-11%	-1.7%	-32%	-3.4%	x
West Nile virus CPE	-0.7%	1.1%	-0.4%	0.1%	-0.9%	0.0%
ER stress rescue	-1.5%	-2.4%	-0.7%	-5.5%	0.6%	x
Salmonella PhoP GFP	-8%	6%	-5%	5%	-1%	-5%
Yfh1-off respiration	i	i	i	i	i	i
M17LAP inhibition	24%	1%	-4%	2%	-6%	0%
M1AAP inhibition	3%	-3%	7%	2%	3%	9%
Siah-1 displacement	8%	3%	2%	-5%	-6%	2%

[25] COCCn1c(SCC(=O)N2CC(=O)Nc3ccccc32)nnc1-c1ccoc1C
[26] CCOc1ccccc1C1NC(=O)NC(C)=C1C(=O)OCc1ccco1 (stereo unspecified)
[27] COc1ccc2nc(NC3=NC(c4ccccc4)CC(=O)N3)nc(C)c2c1 (stereo unspecified)
[28] CCOC(=O)CCCNC(=O)COC(=O)[C@@H]1CCCN1S(=O)(=O)c1ccc(Cl)cc1
[29] O=C(NCc1ccccn1)c1c(O)c2cccc3c2n(c1=O)CC3
[30] Cc1cc(N/N=C/c2ccc(N(C)C)cc2)nc(NCc2ccccc2)n1

Compound	25	26	27	28	29	30
PMI inhibition	5%	10%	3%	2%	-20%	x
XIAP antagonists	-0.4%	0.7%	-36%	-13%	-2.0%	x
West Nile virus CPE	-0.2%	-0.5%	-1.3%	-0.6%	0.0%	-0.2%
ER stress rescue	-1.2%	-1.6%	1.0%	-4.1%	-2.3%	x
Salmonella PhoP GFP	2%	-10%	-9%	-4%	6%	-5%
Yfh1-off respiration	i	i	i	i	i	i
M17LAP inhibition	11%	-20%	14%	-4%	4%	-14%
M1AAP inhibition	1%	15%	3%	13%	7%	5%
Siah-1 displacement	-4%	6%	3%	-1%	-2%	4%

[31] CCCCn1c(SCC(=O)/C(C#N)=C(\C)N)nc2ccccc2c1=O
[32] COc1ccc(C(=O)Nc2ccc3nc(N4CCCCC4)cc(C)c3c2)c(OC)c1
[33] CC1(C)CC(=O)C(C=Nc2cccc(/N=C/C3=C(O)CC(C)(C)CC3=O)n2)=C(O)C1
[34] Cc1ccc(COc2ccsc2-c2n[nH]c(=S)n2C)cc1
[35] Cc1cc(C)n(-c2nc(C)nc3sc4c(c23)CCC(C)C4)n1 (stereo unspecified)
[36] Cc1cc(C)c(C#N)c(SCc2ccccc2C(=O)O)n1

Compound	31	32	33	34	35	36
PMI inhibition	17%	8%	1%	-3%	3%	2%
XIAP antagonists	-7.5%	1.8%	-5.1%	-20%	-12%	-1.5%
West Nile virus CPE	1.1%	-1.0%	x	-0.2%	-0.4%	0.1%
ER stress rescue	-2.2%	-1.7%	-2.0%	-2.4%	-3.4%	1.9%
Salmonella PhoP GFP	-8%	-3%	10%	6%	7%	-9%
Yfh1-off respiration	i	i	x	i	i	i
M17LAP inhibition	4%	1%	8%	10%	5%	-63%
M1AAP inhibition	6%	3%	8%	7%	3%	0%
Siah-1 displacement	8%	-2%	-1%	-1%	-1%	6%

[37] COc1ccccc1N1CCN(C(CNS(=O)(=O)c2cccs2)c2cccnc2)CC1 (stereo unspecified)
[38] COCCn1c(SCC(=O)Nc2ccc(C)cc2)nc2c(oc3ccccc32)c1=O
[39] CSc1ccccc1NC(=O)c1ccccc1N(C)S(C)(=O)=O
[40] Cc1ccc(C(=O)Nc2ccccc2C(=O)NC(C(=O)O)C(C)C)cc1 (stereo unspecified)
[41] CCCc1cc(=O)[nH]c(/N=C(\N)Nc2ccccc2)n1
[42] Cc1ccnc(SCc2cc(=O)c(OC(=O)c3cc([N+](=O)[O-])ccc3Cl)co2)n1

Compound	37	38	39	40	41	42
PMI inhibition	1%	10%	-2%	-18%	-2%	4%
XIAP antagonists	-5.2%	-3.0%	-7.1%	-2.5%	-3.9%	-2.2%
West Nile virus CPE	0.1%	-0.8%	0.4%	0.5%	-1.0%	-0.3%
ER stress rescue	-4.0%	-1.8%	0.1%	-1.7%	4.9%	7.5%
Salmonella PhoP GFP	-4%	15%	-3%	-3%	4%	8%
Yfh1-off respiration	i	i	i	i	i	i
M17LAP inhibition	2%	-10%	-23%	-3%	-6%	1%
M1AAP inhibition	-1%	-2%	-9%	4%	13%	3%
Siah-1 displacement	2%	-4%	-9%	-4%	2%	2%

Overlap with the part before: 2 entries, followed by the next part.
[41] CCCc1cc(=O)[nH]c(/N=C(\N)Nc2ccccc2)n1
[42] Cc1ccnc(SCc2cc(=O)c(OC(=O)c3cc([N+](=O)[O-])ccc3Cl)co2)n1
[43] COc1cccc(C(=O)COc2ccc3c(C)c(Cc4ccccc4)c(=O)oc3c2)c1
[44] Cc1nnc(Nc2ccc(C(=O)O)cc2)[nH]c1=O
[45] O=C(N/N=C/c1ccco1)c1cc(-c2ccc(Cl)cc2)n[nH]1
[46] CCOC(=O)C1=C(C)NC(C)=C(C(=O)OCC)C1C(=O)OCC(=O)N1CCc2ccccc2C1
[47] C/C=C/C=C/C(=O)Nc1nccs1
[48] CCOC(=O)C(=O)C1=C(N2CCOCC2)/C(=C\c2ccc(F)cc2)CC1
[49] Cc1cc(O)c(C2=Nc3ccccc3SC(c3ccc(Cl)cc3)C2)c(=O)o1 (stereo unspecified)
[50] CCN(C(=S)Nc1ccccc1F)C1CCCCC1

Compound	41	42	43	44	45	46	47	48	49	50
PMI inhibition	-2%	4%	0%	-2%	x	10%	0%	9%	-10%	9%
XIAP antagonists	-3.9%	-2.2%	-1.1%	-12%	x	-24%	0.3%	2.4%	-11%	-4.1%
West Nile virus CPE	-1.0%	-0.3%	-0.2%	0.3%	-0.1%	-0.1%	-0.1%	0.0%	-1.8%	0.8%
ER stress rescue	4.9%	7.5%	-2.7%	-0.2%	x	2.0%	-2.6%	14%	-1.6%	-0.3%
Salmonella PhoP GFP	4%	8%	7%	5%	-13%	10%	6%	5%	-1%	-9%
Yfh1-off respiration	i	i	i	i	i	i	i	i	i	i
M17LAP inhibition	-6%	1%	1%	-1%	10%	5%	9%	47%	7%	-5%
M1AAP inhibition	13%	3%	3%	4%	3%	4%	4%	5%	0%	9%
Siah-1 displacement	2%	2%	-1%	2%	9%	-1%	1%	6%	10%	5%
